# Bioassay records: PubChem, The Scripps Research Institute Molecular Screening Center
# PAFAH1B2 FP inh: PAFAH1B2 (human) inhibition. P68402. recombinant PAFAH1B2, FP-rhodamine activity probe, fluorescence polarization. inhibition, % at 3.39 µM. 1.2% of 340,000 active. AID 492953;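 active = inhibition above the mean of all tested compounds plus 3 SD, cut at about 24% in these data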;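 also: 0% = enzyme with DMSO and 100% = wells lacking PAFAH1B2; many of its hits are not listed in these tables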
# Target sequence (P68402 whole entry, looked up): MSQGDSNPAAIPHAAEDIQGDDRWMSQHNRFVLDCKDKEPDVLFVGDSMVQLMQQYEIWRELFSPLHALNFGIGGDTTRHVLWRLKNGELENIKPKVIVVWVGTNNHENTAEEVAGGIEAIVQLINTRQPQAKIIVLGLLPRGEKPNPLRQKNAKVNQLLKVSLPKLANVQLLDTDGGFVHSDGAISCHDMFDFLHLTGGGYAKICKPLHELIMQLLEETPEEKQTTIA
# LYPLA1 inh: blocks human lysophospholipase 1, a PME1 counter-screen; recombinant LYPLA1, FP-Rh probe fluorescence polarization; 0.16% of 320,000 active; AID 2174; O75608; inhibition, % at 5.9 µM;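 active = inhibition above the mean of all tested compounds plus 3 SD, set per campaign, cut at about 14% in these data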;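 also: inhibitors block serine hydrolase probe labeling of LYPLA1 so polarization falls; 0% = enzyme with DMSO and 100% = wells lacking LYPLA1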
# LYPLA2 counter: counter-screen for PME1 inhibitors: inhibitors of human LYPLA2. recombinant LYPLA2, FP-Rh probe fluorescence polarization. inhibition, % at 5.9 µM. 0.38% of 320,000 active;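 active = inhibition above the screen-wide mean plus 3 SD, limit set per campaign, cut at about 26% in these data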;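 also: 0% = LYPLA2 with DMSO and 100% = wells lacking LYPLA2 enzyme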
# Target sequence (O95372 whole entry, looked up): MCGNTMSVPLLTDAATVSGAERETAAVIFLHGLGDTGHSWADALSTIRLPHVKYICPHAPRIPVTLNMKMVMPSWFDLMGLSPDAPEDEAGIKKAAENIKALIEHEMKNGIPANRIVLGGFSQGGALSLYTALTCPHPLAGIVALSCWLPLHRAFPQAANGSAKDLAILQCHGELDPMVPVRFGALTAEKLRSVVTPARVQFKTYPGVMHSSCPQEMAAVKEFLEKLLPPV
# GSTO1 inh: GSTO1 inhibition, counter-screen for RBBP9 inhibitors. P78417. recombinant GSTO1, activity-based probe fluorescence polarization. inhibition, % at 5.96 µM. 1.1% of 300,000 active. AID 1974;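 active = inhibition above the campaign mean inhibition plus 3 SD, cut at about 35% in these data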;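 also: 0% = GSTO1-1 with DMSO and 100% = wells lacking GSTO1-1 enzyme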
# Target sequence (P78417 whole entry, looked up): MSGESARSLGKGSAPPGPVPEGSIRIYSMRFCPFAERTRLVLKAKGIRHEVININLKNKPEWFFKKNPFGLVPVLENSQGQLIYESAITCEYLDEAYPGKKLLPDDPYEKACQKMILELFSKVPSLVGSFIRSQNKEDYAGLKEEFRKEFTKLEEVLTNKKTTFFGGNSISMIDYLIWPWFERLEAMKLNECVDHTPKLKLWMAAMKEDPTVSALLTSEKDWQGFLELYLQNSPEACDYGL
# PME-1 inh: blocks human protein phosphatase methylesterase 1; Q9Y570; recombinant PME-1, FP-Rh probe fluorescence polarization; inhibition, % at 5.9 µM; 0.53% of 320,000 active; AID 2130;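 active = inhibition above the campaign mean of all compounds plus 3 SD, cut at about 26% in these data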;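 also: competitive labeling of PME-1 active site by serine hydrolase directed probe; 0% = PME-1 with DMSO and 100% = wells lacking PME-1 enzyme; inhibitors block probe labeling so polarization falls and inhibition rises; many of its hits are not listed in these tables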
# Target sequence (Q9Y570 whole entry, looked up): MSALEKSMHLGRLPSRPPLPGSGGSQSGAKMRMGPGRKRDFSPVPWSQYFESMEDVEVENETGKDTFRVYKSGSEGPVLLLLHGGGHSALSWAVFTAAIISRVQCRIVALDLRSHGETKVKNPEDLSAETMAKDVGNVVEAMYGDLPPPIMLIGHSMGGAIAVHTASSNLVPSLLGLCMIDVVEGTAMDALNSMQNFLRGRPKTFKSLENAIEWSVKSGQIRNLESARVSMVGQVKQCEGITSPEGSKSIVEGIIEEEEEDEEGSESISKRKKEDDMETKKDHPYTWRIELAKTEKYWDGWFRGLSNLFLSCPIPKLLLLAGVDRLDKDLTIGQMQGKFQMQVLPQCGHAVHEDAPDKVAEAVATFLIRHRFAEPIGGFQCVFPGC
# PAFAH2 FP inh: PAFAH2 (human) inhibition; Q99487; recombinant PAFAH2, FP-rhodamine activity probe, fluorescence polarization; inhibition, % at 3.39 µM; 0.99% of 340,000 active;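 active = inhibition above the mean over all tested compounds plus 3 SD, cut at about 30% in these data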;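 also: inhibitors block probe labeling of enzyme so polarization drops; 0% = enzyme with DMSO and 100% = wells lacking PAFAH2 protein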
# pPAFAH FP inh: inhibitors of human plasma PAF acetylhydrolase (pPAFAH) | Q13093 | recombinant pPAFAH, FP-rhodamine probe fluorescence polarization | inhibition, % at 3.39 µM | 1.5% of 330,000 active | AID 463082;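 active = inhibition above the mean inhibition across the screen plus 3 SD, cut at about 25% in these data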;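 also: inhibitors block binding of the rhodamine activity-based probe so polarization drops; 0% = enzyme with DMSO and 100% = wells lacking pPAFAH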
# PAD4 FP inh: PAD4 (human) enzyme inhibition. Q9UM07. recombinant PAD4, RCA probe fluorescence polarization. inhibition, % at 6.36 µM. 0.41% of 330,000 active;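 active = percent inhibition above a cutoff equal to the mean of all tested compounds plus 3 SD, cut at about 15% in these data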;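 also: 0% = PAD4 with RCA probe and DMSO and 100% = probe without PAD4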
# PAFAH1B3 FP inh: PAFAH1B3 (human) inhibition. Q15102. recombinant PAFAH1B3, FP-rhodamine probe, fluorescence polarization. inhibition, % at 3.39 µM. 0.28% of 340,000 active. AID 492972;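 active = inhibition above the screen-wide average of all tested compounds plus 3 SD, cut at about 25% in these data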;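 also: 0% = enzyme with DMSO only and 100% = wells lacking PAFAH1B3 protein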
# An asterisk follows results filed as active; · = not tested or not shown.
SMILES,PAFAH1B2 FP inh,LYPLA1 inh,LYPLA2 counter,GSTO1 inh,PME-1 inh,PAFAH2 FP inh,pPAFAH FP inh,PAD4 FP inh,PAFAH1B3 FP inh
O=C(CSc1nc(N2CCOCC2)nc(N2CCOCC2)n1)Nc1ccc([N+](=O)[O-])cc1,-2,3,4,2,-5,-2,2,-4,6
O=C(NCc1ccco1)C1CCCN(S(=O)(=O)c2cccc3nsnc23)C1 (stereo not given),2,-1,6,-1,4,0,3,-7,5
O=C(NC1CCCCC1)C1CC(O)CN1C(=O)OCc1ccccc1 (stereo not given),10,-1,0,4,1,5,-2,-6,11
CCNC(=O)CC1SC(=Nc2ccc(Cl)cc2)N(CC)C1=O (stereo not given),3,-1,-3,0,0,5,5,-1,4
O=C(N/N=C/c1ccccc1)c1ccco1,4,3,1,2,5,5,-4,-2,-4
O=C(OCc1nnc(-c2ccccc2)o1)c1ccc(CO)cc1,0,-1,2,5,-1,55*,2,-4,8
O=C(NNC(=S)NC1CC2C=CC1C2)c1cccnc1 (stereo not given),·,-3,-9,2,-9,·,-7,-4,·
COc1ccccc1CN1CCNC(=O)C1CC(=O)N(C)Cc1ccon1 (stereo not given),2,-2,-3,5,6,-1,1,-1,1
NC(=O)C1(N2CCCCC2)CCN(C(=O)NC2CCCCC2)CC1,2,1,3,4,-2,3,2,-3,1
Cc1ccc2c(c1)c1c(n2CC2COC(C)(C)O2)C(=O)CCC1 (stereo not given),4,2,0,-6,0,5,11,-3,2
COc1ccc(C(=O)N/C(=C\c2cn(C)c3ccccc23)C(=O)NCCCn2ccnc2)cc1OC,0,-1,1,0,-8,-2,7,-3,5
O=C(COC(=O)c1cccs1)Nc1ccc(S(=O)(=O)N2CCOCC2)cc1,11,0,3,5,1,-6,0,-2,9
CSc1nnc2c(n1)OC=Nc1ccccc1-2,7,-1,-4,2,1,-3,0,1,4
CCOC(=O)C1Cc2ccccc2C(=O)O1 (stereo not given),-1,-3,1,5,1,-7,0,0,7
COc1ccc(C(CNC(=O)c2cc(=O)[nH]c3ccccc23)N2CCCC2)cc1 (stereo not given),4,-1,1,-2,2,-5,5,0,-1
Cc1nnc(NC(=O)C2CCCC2)s1,5,-1,-1,5,9,3,3,1,8
Cc1occc1C(=O)NNC(=O)Nc1ccc([N+](=O)[O-])cc1,3,-1,6,3,-5,-6,1,-1,5
CCOC(=O)COc1coc(CN2CCN(c3ccccc3)CC2)cc1=O,0,0,-3,6,3,13,1,4,4
NS(=O)(=O)c1ccc(CCNS(=O)(=O)c2ccc(Cl)s2)cc1,8,·,·,·,·,7,-1,-3,2
COCCOc1ccc(C(F)(F)F)cc1NC(=O)CN1C(=O)NC2(CCCc3ccccc32)C1=O (stereo not given),2,·,·,·,·,3,-6,-2,1
O=C(Cc1ccc(Cl)cc1)NNC1CC(=O)N(c2ccc3ccccc3c2)C1=O (stereo not given),25*,0,4,1,0,-1,5,-6,5
CCCc1nn(C)c2c(=O)[nH]c(-c3cc(S(=O)(=O)N4CCN(C)CC4)ccc3OCC)nc12,-3,1,0,-5,1,0,5,0,1
COC(=O)c1sc(NC(=O)CSc2nnnn2C)nc1C,2,3,0,2,-2,6,7,-3,5
CN(C)CCCN(C(=O)C1=COCCO1)c1nc2ccc(Br)cc2s1,7,-2,1,2,0,0,2,-1,10
O=c1c[n+]([O-])c2ccccc2n1OCc1ccccn1,-1,-4,-10,4,-2,4,6,-6,7
Cc1c(-c2csc(N)n2)cnn1C,3,-2,-3,5,4,6,3,-3,8
Cc1cc(-c2ccc(C)c(S(=O)(=O)N3CCN(c4ccc([N+](=O)[O-])cc4)CC3)c2)on1,-4,0,14,-7,4,-3,1,0,-4
O=C(c1cccc(Br)c1)N1CCN(c2ccccn2)CC1,·,1,4,-2,0,·,3,-8,·
Cc1cc([N+](=O)[O-])nn1CC(=O)N(C)Cc1ccccc1,2,-4,-2,3,-3,6,-4,-3,6
CCN(c1ccccc1)S(=O)(=O)c1ccc(Cl)c(NC(=O)CNC(C)c2ccccc2)c1 (stereo not given),4,·,·,·,·,-13,12,-6,-3
O=C(O)c1ccccc1C(=O)Nc1ccc(-n2ccc(C(F)(F)F)n2)cc1,4,8,3,-1,-5,0,4,-3,12
CC(=O)Nc1sc(C)c(C)c1C(=O)OCC(=O)N(C)C1CCS(=O)(=O)C1 (stereo not given),4,2,-1,3,-4,4,1,3,11
COC(=O)[C@H]1C2CCC(C(=O)OC)(CC2)[C@H]1C(=O)OC,8,-2,3,-1,-4,-3,1,1,8
Cc1cc(=O)[nH]c2nnnn12,2,-3,-4,-4,2,-6,9,-1,10
COc1ccc(N=NC2=C(O)CC(C)(C)CC2=O)c(OC)c1,0,-2,-4,0,-2,-3,2,-6,0
CCN1C(=O)[C@H]2[C@@H](c3ccc(C)cc3)N3C(=O)N(c4ccc(C(F)(F)F)cc4)C(=O)[C@@]3(Cc3ccccc3)[C@H]2C1=O,8,2,-1,17,0,1,8,2,2
CCOC(=O)CC1(NC(=O)C2CCC(=O)N(CCc3ccccc3)C2)CCCCC1 (stereo not given),5,-5,-2,2,2,12,4,-6,6
O=C(CC(C(=O)O)c1ccccc1)Nc1ccccc1 (stereo not given),1,-1,0,-4,1,15,-2,4,0
CC1(C)CC(=O)C2=C(C1)OC1=C(C(=O)CC(C)(C)C1)C2(C)C,·,-3,-3,1,-4,·,1,-2,·
O=C(CSc1nc2ccccc2o1)NC1CCS(=O)(=O)C1 (stereo not given),5,·,·,·,·,8,4,-3,8
COc1cccc(N2C(C(C)=O)=NN(c3ccccc3)C2c2ccc(N3CCOCC3)cc2)c1 (stereo not given),3,-1,8,13,3,-3,2,-3,4
CNNC(=S)Nc1cccc(SC)c1,4,0,-2,-6,-5,-2,-1,-4,0
O=S(=O)(c1ccc(F)cc1)N1CCN(c2ccccn2)CC1,0,1,-1,2,1,-1,0,-5,6
O=C(c1ccccc1)N(Cc1ccco1)C1CCS(=O)(=O)C1 (stereo not given),2,2,9,0,-4,0,-3,-3,2
Cn1nc(C(F)(F)F)c(/C=N/OC(=O)c2ccccc2)c1Cl,9,5,10,4,5,27,-2,-2,6
CC1=C(C(=O)OC2CCCCC2)C(c2ccc(F)cc2)NC(=O)N1 (stereo not given),11,2,13,-18,3,-5,3,-4,1
O=C(CC1C(=O)NCCN1Cc1ccccc1)NC1CCCCCC1 (stereo not given),6,1,4,2,-2,7,3,0,0
CCC(=O)Nc1nc(C)cc(SCC(=O)OC)n1,-3,2,3,13,-11,3,-5,-3,9
CCc1nc(NCCC(C)C)c(C#N)c2c1CCCC2,1,0,-4,-10,0,-3,-1,-2,17
CCOCCCNC(=O)CSCc1nc(-c2ccc(SC)cc2)oc1C,4,3,-1,4,-5,4,5,0,9
CCOC(=O)C1(S(=O)(=O)c2ccccc2)CCN(Cc2ccccc2)CC1,7,-1,-6,1,-2,0,-3,0,16
Cc1ccc(C(=O)NCCN2C3=NC[C@@H](Cc4ccccc4)N3C[C@H]2Cc2ccc(O)cc2)cc1Br,5,-2,-4,4,-3,-4,-2,-7,4
CCCc1ccc2oc(C(=O)N(C)Cc3nccs3)c(C)c2c1,0,4,7,6,1,6,15,5,10
Cc1ccc(C)c(S(=O)(=O)Nc2ccc(C(=O)N3CC(C)OC(C)C3)cc2)c1 (stereo not given),2,1,3,·,17,2,3,-4,2
CC(=O)C1C(c2ccc(F)cc2)c2c(noc2C)CC1(C)O (stereo not given),·,0,1,-6,6,·,-2,4,·
Cc1ccc(C)c(NC(=O)Nc2ccc3c(c2)OCO3)c1,1,4,6,2,4,-2,8,-2,0
CCN(CC)S(=O)(=O)c1ccc(NC(=O)c2cccc3c2C(=O)N(CCOC)C3)cc1,0,0,-2,6,1,0,5,-1,-1
Cc1cc(N2CCOCC2)ccc1/C=C1\NC(=O)N(CC(=O)Nc2ccccc2C)C1=O,7,1,-5,-2,2,3,4,2,7
COc1ccccc1CCC(=O)N1CCN(S(=O)(=O)c2cc(C(F)(F)F)ccc2Cl)CC1,2,-1,1,·,-2,1,2,-9,-9
Cc1nc2ncnn2c(Nc2ccc3c(c2)OCO3)c1Cc1ccccc1,1,0,3,6,5,1,8,-1,10

# Entries of single compounds, looked up by structure. Screens in order: PAFAH1B2 FP inh	LYPLA1 inh	LYPLA2 counter	GSTO1 inh	PME-1 inh	PAFAH2 FP inh	pPAFAH FP inh	PAD4 FP inh	PAFAH1B3 FP inh
# O=C(NNC(=S)NC1CC2C=CC1C2)c1cccnc1 (stereo not given) reads ·	-3	-9	2	-9	·	-7	-4	·
# COc1cccc(N2C(C(C)=O)=NN(c3ccccc3)C2c2ccc(N3CCOCC3)cc2)c1 (stereo not given) reads 3	-1	8	13	3	-3	2	-3	4

# (continued)
SMILES,PAFAH1B2 FP inh,LYPLA1 inh,LYPLA2 counter,GSTO1 inh,PME-1 inh,PAFAH2 FP inh,pPAFAH FP inh,PAD4 FP inh,PAFAH1B3 FP inh
CC(=O)c1cccc(NS(=O)(=O)c2ccc(N/C=C/C(=O)c3ccc(F)cc3)cc2)c1,2,-14,-12,-12,8,-12,-1,-6,3
COc1ccc(CNC(=O)C2CCCN2CCc2ccccc2)cc1OC (stereo not given),17,2,2,11,-4,-5,5,-6,7
COc1ccc(-c2cn(CCC(=O)NCc3ccc(C)cc3)c(-c3ccncc3)n2)cc1,10,6,5,2,6,-3,2,-2,6
CCC(=O)N1c2ccc(S(=O)(=O)N3CCOCC3)cc2CC1C (stereo not given),6,2,1,-2,-2,-7,6,0,2
COc1ccc(C)cc1NC(=O)Cn1c(=O)oc2ccccc21,5,2,-2,4,-5,0,6,1,2
Cc1cccc(N(CC(=O)NC(C)C)C(=O)CCC(=O)Nc2ccccn2)c1,1,4,4,-3,-7,-1,-3,-6,2
Cc1cccc(C)c1OCC(O)CN1CCN(c2ccccc2)CC1 (stereo not given),1,3,8,6,6,-1,1,5,6
CN(C)/C(Cn1cncn1)=C1/N=C(c2ccccc2)OC1=O,-2,-2,1,6,5,7,5,-2,-5
Cc1ccccc1N1CCN(C(=O)NCc2cccc(Cl)c2)CC1,1,3,1,5,2,0,4,2,4
COc1cccc(NC(=O)NNC(=O)c2ccc3c(c2)NC(=O)C(C)(C)O3)c1,-3,0,0,3,-3,7,-3,1,-3
COc1ccc(C)cc1NC(=O)C(=O)N1CCCC1,6,-1,-2,10,2,-7,-3,-1,6
CC/C(=N\O)C(C)(C)/[N+]([O-])=C/c1ccc(Br)cc1,4,2,-2,5,-4,-7,1,1,1
CC(=O)c1cccc(CN2CCC(CO)(Cc3ccccc3)CC2)c1,4,3,-5,2,0,0,0,-2,4
O=C(Nc1cccc(Cl)c1)c1ccc(S(=O)(=O)NCC2CCCO2)cc1 (stereo not given),-4,-2,2,3,1,1,5,-7,0
CC(C)CC(NC(=O)C1CCC(=O)N1C(=O)OCc1ccccc1)C(=O)NC(Cc1ccccc1)C(N)=O (stereo not given),7,0,-2,-1,2,52*,4,12,1
CC1C(=O)C(C)(C)C(=O)OC1c1ccc([N+](=O)[O-])cc1 (stereo not given),-2,-2,9,2,-4,-5,6,-4,17
CSCC[C@H](NC(=O)OC(C)(C)C)C(=O)N/N=C/c1ccc2nccnc2c1,1,3,4,3,0,1,2,1,-1
Cc1cc(C)cc(OCCCn2ccnc2)c1,2,-5,-6,6,-4,-3,2,2,16
COc1ccc(-c2cc(C(=O)Nc3cc(C)on3)no2)cc1OC,1,0,0,-2,-4,62*,-1,-7,10

# Some of the compounds tested; the hit share may differ from the screen's.
